From PubChem
KDM5B inh – inhibitors of human KDM5B histone demethylase; KDM5B demethylase, FDH-coupled NADH fluorescence (FDH is formaldehyde dehydrogenase); Potency, µM (highest dose often 57.7 µM), without a hit: top-dose activity change, negative = inhibition, hits mostly inhibitors; AID 1347165; Q9UGL1; actives 2.6% (n = 220,000); active = well fitted inhibition curve with a large enough effect; inconclusive = small, poorly fitted or top-dose-only effect; inactive = no such curve, though single readings can be large or run the other way; note: 0% is about no effect; nearly all actives have a fitted effect of over 70% in size
Target sequence (Q9UGL1 whole entry, looked up): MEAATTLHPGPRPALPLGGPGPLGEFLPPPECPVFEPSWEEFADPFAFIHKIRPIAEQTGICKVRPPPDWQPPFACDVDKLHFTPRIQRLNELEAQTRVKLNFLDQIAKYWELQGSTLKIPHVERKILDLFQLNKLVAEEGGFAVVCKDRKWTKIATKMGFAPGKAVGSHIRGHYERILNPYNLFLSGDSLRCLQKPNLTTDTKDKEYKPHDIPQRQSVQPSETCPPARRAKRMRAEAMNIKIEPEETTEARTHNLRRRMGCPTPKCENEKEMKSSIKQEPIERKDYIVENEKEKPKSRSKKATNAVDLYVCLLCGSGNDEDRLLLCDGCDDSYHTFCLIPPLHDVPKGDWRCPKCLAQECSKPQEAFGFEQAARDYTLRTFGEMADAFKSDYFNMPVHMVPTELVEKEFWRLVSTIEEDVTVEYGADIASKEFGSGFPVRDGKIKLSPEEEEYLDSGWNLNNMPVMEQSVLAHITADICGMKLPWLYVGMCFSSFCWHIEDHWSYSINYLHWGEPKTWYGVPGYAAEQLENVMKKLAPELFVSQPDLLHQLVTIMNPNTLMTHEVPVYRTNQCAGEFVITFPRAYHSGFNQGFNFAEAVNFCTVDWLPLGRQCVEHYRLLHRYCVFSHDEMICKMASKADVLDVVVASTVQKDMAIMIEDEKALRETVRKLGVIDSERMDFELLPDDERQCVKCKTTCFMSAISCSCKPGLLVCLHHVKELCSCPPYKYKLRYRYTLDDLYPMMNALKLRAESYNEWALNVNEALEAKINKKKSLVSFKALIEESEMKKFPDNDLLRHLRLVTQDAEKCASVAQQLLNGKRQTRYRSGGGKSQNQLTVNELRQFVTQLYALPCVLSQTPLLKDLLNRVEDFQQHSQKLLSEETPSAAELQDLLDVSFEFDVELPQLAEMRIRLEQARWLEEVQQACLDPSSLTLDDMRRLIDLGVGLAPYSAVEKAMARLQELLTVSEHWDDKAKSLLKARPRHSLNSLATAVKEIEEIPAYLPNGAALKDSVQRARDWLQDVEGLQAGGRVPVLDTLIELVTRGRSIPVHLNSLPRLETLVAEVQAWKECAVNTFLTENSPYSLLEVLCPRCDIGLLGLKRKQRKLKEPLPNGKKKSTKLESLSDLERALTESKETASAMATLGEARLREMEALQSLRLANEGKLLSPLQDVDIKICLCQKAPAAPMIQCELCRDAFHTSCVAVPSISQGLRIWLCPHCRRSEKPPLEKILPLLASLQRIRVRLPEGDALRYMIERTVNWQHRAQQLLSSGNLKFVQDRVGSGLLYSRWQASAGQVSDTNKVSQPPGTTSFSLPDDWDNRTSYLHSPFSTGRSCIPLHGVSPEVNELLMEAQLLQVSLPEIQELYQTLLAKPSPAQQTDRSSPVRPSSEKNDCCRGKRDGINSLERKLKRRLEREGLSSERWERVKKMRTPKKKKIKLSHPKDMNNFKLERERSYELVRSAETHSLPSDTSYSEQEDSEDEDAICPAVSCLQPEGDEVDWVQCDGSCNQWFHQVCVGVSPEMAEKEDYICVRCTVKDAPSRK
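Coupled FDH/NAD⁺ fluorescence readout. KDM5BΔAP 200 nM final; compound titration, 10 min RT preincubation; substrate mix 12.5 µM H3K4me3, 25 µM 2-OG, 50 µM Fe(II), 100 µM ascorbate, 0.25 mM NAD⁺, 0.25 U/mL FDH; ΔRFU over 30 min.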
Active calls of the source: *; [ ] = remark or other dose. Potency is the fitted concentration of half-maximal effect.

Cc1ccc(NS(=O)(=O)c2cc3[nH]c(=O)c(=O)[nH]c3cc2C)cc1Cl was read as KDM5B inh -13%.
For COc1ccc2c(C)c(C(=O)N3CCCCC3c3cc(C)on3)oc2c1 (stereo not given) the results were KDM5B inh -18%.
`Cc1nnc(NC2CC(c3cc(=O)[nH]c(C4CC4)n3)C2)c2ccccc12` (stereo not given) gave KDM5B inh 7%.
Screening COCCNC(=O)[C@@H]1CCC[C@@H](NC(=O)C(C)(C)C)CN(C)C(=O)C1 returned KDM5B inh 22%[86.2 µM].
For COc1ccc(COc2ccccc2C#N)c(Br)c1OC the results were KDM5B inh -10%.
CCOC(=O)c1ccccc1NC(=O)Cn1nnc2sc3c(c2c1=O)CCCC3 was read as KDM5B inh inconclusive.
O=[N+]([O-])c1cc([N+](=O)[O-])c2nonc2c1Nc1ccccc1O was read as KDM5B inh inconclusive.
`Cc1cc(NC(=O)N2CCN(C(=O)c3nsc4ccccc34)CC2)ccc1Br` gave KDM5B inh -12%.
For Cn1c(=O)n([C@H]2CCCN(C(=O)C3CC3)C2)c2ncccc21 the results were KDM5B inh 4%.
Screening COc1ccc(/C=C/C(=O)OCC(=O)c2cccs2)cc1 returned KDM5B inh 17%.
Screening C#CCN(Cc1ccc(F)cc1)C(=O)NCC1CCN(Cc2ccccc2)CC1 returned KDM5B inh 6%.
For CS(=O)(=O)N1CCC(c2nccn2Cc2ccncc2)CC1 the results were KDM5B inh -25%.
`COc1cccc(NC(=O)Nc2nnc(COc3ccc(Cl)c(C)c3)s2)c1` gave KDM5B inh -3%.
Screening OC1(CNCc2csc3ccc(Cl)cc23)CNCCOC1 (stereo not given) returned KDM5B inh -23%.
CCCCc1c2c(nn1-c1cc(Cl)ccc1OC)CCCC2=O was read as KDM5B inh -12%.
Screening O=C1COc2ccc(-c3cccc(O)c3)nc2CN1Cc1ccc(C(F)(F)F)cc1 returned KDM5B inh -16%[86.2 µM].
`O=C(Nc1ccc([C@@H](O)[C@H]2COCC(=O)N2Cc2ccccn2)cc1)C1CC1` gave KDM5B inh 17%[86.2 µM].
c1nc2c([nH]1)CN(Cc1ccc(OCCCN3CCOCC3)cc1)CC2 was read as KDM5B inh 8%.
For Cc1cc(C)c(Cn2c(C)c(CNCCCc3ccccc3)c(C(=O)O)c2C)c(C)c1 the results were KDM5B inh -25%.
Screening CC(C)c1noc(CC2CCN(C(=O)Cc3ccsc3)CC2)n1 returned KDM5B inh -13%.
Cc1cc(OCC(=O)N2CCCCC2CCN2CCCCCC2)ccc1Cl (stereo not given) was read as KDM5B inh 15%.
`COc1ccc(-c2noc(-c3ccc(NCc4ccco4)c([N+](=O)[O-])c3)n2)cc1OC` gave KDM5B inh -18%.
`Cc1cc(NCCN(C)C)n2nc(C)c(-c3ccccc3)c2n1` gave KDM5B inh 0%.
`CN(CCCN1CCOCC1)Cc1nc(-c2cccs2)no1` gave KDM5B inh -1%.
Screening CCC(=O)Nc1nnc(S(=O)(=O)N2c3ccccc3CC2C)s1 (stereo not given) returned KDM5B inh 4%.
Screening Cc1ccccc1NC(=O)Cn1c(=O)n(CCCCC(=O)NCc2ccccc2Cl)c(=O)c2ccccc21 returned KDM5B inh -51%.
CCCCNC(=O)CCN(CCCOC)C(=O)c1ccoc1 was read as KDM5B inh 17%.
`O=C(Cc1ccsc1)NC1CCCN(c2cc(-c3ccc(F)cc3)[nH]n2)C1` (stereo not given) gave KDM5B inh -16%.
Screening Cc1cccc(-c2noc(CNS(=O)(=O)c3ccccc3)n2)c1 returned KDM5B inh -1%.
COc1ccc(S(=O)(=O)Nc2ccc(Nc3ccccc3)cc2)cc1 was read as KDM5B inh 15%.

An excerpt from above in order of SMILES length, smallest number first:
`Cc1cc(NCCN(C)C)n2nc(C)c(-c3ccccc3)c2n1` gave KDM5B inh 0%.
COc1ccc(S(=O)(=O)Nc2ccc(Nc3ccccc3)cc2)cc1 was read as KDM5B inh 15%.
Screening O=C1COc2ccc(-c3cccc(O)c3)nc2CN1Cc1ccc(C(F)(F)F)cc1 returned KDM5B inh -16%[86.2 µM].
For Cc1cc(C)c(Cn2c(C)c(CNCCCc3ccccc3)c(C(=O)O)c2C)c(C)c1 the results were KDM5B inh -25%.

Returning to the listing, repeating the 2 entries before the break.
Screening Cc1cccc(-c2noc(CNS(=O)(=O)c3ccccc3)n2)c1 returned KDM5B inh -1%.
COc1ccc(S(=O)(=O)Nc2ccc(Nc3ccccc3)cc2)cc1 was read as KDM5B inh 15%.
`O=C(Nc1ccc(Cl)cc1)C1CCN(C(=O)c2ncn3c2COC(c2ccccc2)C3)CC1` (stereo not given) gave KDM5B inh 1%.
Cc1ccc(C)c(CNC(=O)c2ccc3c(c2)nc2n3CCC(C)C2)c1 (stereo not given) was read as KDM5B inh -20%.
`O=C(Cn1ccc(=O)[nH]c1=O)Nc1ccc(C(=O)O)c(O)c1` gave KDM5B inh -6%.
COC(=O)[C@H]1C[C@@]2(C)c3ccccc3N(S(=O)(=O)c3ccccc3)[C@H]2N1C(=O)CNC1CCCCC1 was read as KDM5B inh -16%.
For COc1ccc(CN2C(=O)COC[C@H]2C(=O)Nc2ccc3c(c2)OCCO3)c(OC)c1 the results were KDM5B inh -18%.
For Cc1cccc(NC(=O)N2CCCCCC2CN2CCc3ccccc3C2)c1 (stereo not given) the results were KDM5B inh -35%.
For Cc1cc(C(=O)N2CCC(c3noc(C4CC4)n3)C2)nn1C (stereo not given) the results were KDM5B inh -1%.
COC(=O)c1ccc(C(=O)N(C)Cc2ccncc2)s1 was read as KDM5B inh 26%.
Cc1nnsc1C(=O)N[C@H]1CCN2C(=O)N(c3ccc(C(C)C)cc3)C(=O)[C@@H]2C1 was read as KDM5B inh 9%[86.2 µM].
For O=C1COc2ccc(-c3cc(-c4ccc(F)cc4)c4c(n3)-c3ccccc3OC4)cc2N1 the results were KDM5B inh -28%.
N#C/C(=C/c1ccccc1OC(F)F)C(=O)Nc1ccccc1Cl was read as KDM5B inh 78%[activator].
Screening CN(CC(=O)Nc1cccc2ccccc12)C(=O)c1cccc(S(=O)(=O)N(C)C)c1 returned KDM5B inh 3%.
Screening COc1ccc(N2CCN(C(=O)c3cnc(N4CCOCC4)c4ccccc34)CC2)cc1 returned KDM5B inh inconclusive.
`COc1cn(CC(=O)Nc2ccc(C(N)=O)cc2)c(CSc2ccc(F)cc2)cc1=O` gave KDM5B inh -5%.
Screening Cc1ccc(S(=O)(=O)N2CCN(CCNC(=O)c3cc(C)cc(C)c3)CC2)cc1 returned KDM5B inh 18%.

Of the compounds above, these contain a furan ring, fused or not:
For COc1ccc2c(C)c(C(=O)N3CCCCC3c3cc(C)on3)oc2c1 (stereo not given) the results were KDM5B inh -18%.
`COc1ccc(-c2noc(-c3ccc(NCc4ccco4)c([N+](=O)[O-])c3)n2)cc1OC` gave KDM5B inh -18%.
CCCCNC(=O)CCN(CCCOC)C(=O)c1ccoc1 was read as KDM5B inh 17%.

Following part:
Cc1cccc(OCC(=O)N2CC(C(=O)NCc3ccncc3)C3(CCOCC3)C2)c1 (stereo not given) was read as KDM5B inh -1%.
For Cc1cccc(NC(=S)NCC2(C)CC(NC(=S)Nc3cccc(C)c3)CC(C)(C)C2)c1 (stereo not given) the results were KDM5B inh 13%.
Screening O=C(NCc1ccccc1)N[C@H]1CO[C@H]2[C@@H]1OC[C@@H]2n1nnnc1Oc1ccc(-n2ccnc2)cc1 returned KDM5B inh 10%.
Screening COc1ccc2[nH]c(=O)c(CN(C)C(=O)c3ccccc3F)cc2c1 returned KDM5B inh inconclusive.
O=C(Nc1ccc(CSc2ccccc2)cc1)c1ccc(F)cc1 was read as KDM5B inh 15%.
`CCOC(=O)CSc1nc2c(c(=O)[nH]c(=O)n2C)n1CCC(C)C` gave KDM5B inh 21%.
For Cc1ccc(-c2nnc(Nc3cccc(O)c3)c3ccccc23)cc1S(=O)(=O)NCC1CCCO1 (stereo not given) the results were KDM5B inh inconclusive.
For COc1ccc(N=C2SCC(c3ccccc3)=NN2C)cc1 the results were KDM5B inh -11%.
Screening O=C(NCCc1cccnc1)c1ccccc1Cl returned KDM5B inh -2%.
COC1CCCN(c2cc(-c3cccnc3)nc3c(C)noc23)C1 (stereo not given) was read as KDM5B inh 12%[86.2 µM].
For O=C1N(c2ccccc2)c2ccccc2C12CCN(Cc1cncs1)C2 (stereo not given) the results were KDM5B inh 0%[115 µM].
For Cc1ccc(C(=O)Nc2ccc3oc(-c4ccncc4)nc3c2)c(Cl)c1 the results were KDM5B inh inconclusive.
`Cc1ccc2c(CNC3CCC(C)CC3)c(C(=O)O)n(Cc3cccc(F)c3)c2c1` (stereo not given) gave KDM5B inh -8%.
CC1CN(C(=O)Cn2cnc3c2c(=O)n(C)c(=O)n3C)CCO1 (stereo not given) was read as KDM5B inh 6%.
Screening C/C(=N\Nc1ccc([N+](=O)[O-])cc1)c1ccc(N2CCOCC2)cc1 returned KDM5B inh -4%.
For COc1ccc(-c2cc(N3CCN(C(=O)c4cccc(F)c4)CC3)n[nH]2)cc1 the results were KDM5B inh -24%.
Screening COc1cc(CNCc2ccco2)ccc1OCc1ccccc1C returned KDM5B inh 13%.
C#CCN(CC(=O)C(C)(C)C)C(C)(C)C was read as KDM5B inh 5%.
`COCCCNc1ncnc2c1CN(C1CCNC1)C(=O)CN2C` (stereo not given) gave KDM5B inh inconclusive.
Screening COc1ccc(/C=C/C(=O)OCn2c(SC)nnc(C)c2=O)cc1OC returned KDM5B inh inconclusive.
Cc1c(CCC(=O)N2CCOCC2)c(=O)oc2c(C)c(O)ccc12 was read as KDM5B inh inconclusive.
`Cc1cc(C)c2oc(-c3cc(NC(=O)c4ccco4)ccc3O)nc2c1` gave KDM5B inh 9%.
Screening O=C(NC1CCc2nn(CC3CC3)c(=O)n2CC1)c1ccc(Cn2cncn2)o1 (stereo not given) returned KDM5B inh -4%.
CC1CCCN(c2ncnc3c2nc2n3CCCCC2)C1 (stereo not given) was read as KDM5B inh 14%.
`O=C(NCc1ccc(F)cc1)c1nc(-c2ccc(Cl)cc2)c2ccccn12` gave KDM5B inh 25µM*.
CCOc1cc2ccccc2cc1C(=O)N1CCN(CC(=O)Nc2ccccc2Cl)CC1 was read as KDM5B inh -12%.
For COC(=O)c1ccc2oc(=O)c(S(=O)(=O)c3ccc(OC)cc3)cc2c1 the results were KDM5B inh -8%.
Screening COc1ccc(CNC(=O)CSc2cc(C)c3ccc(OC)cc3n2)cc1 returned KDM5B inh 3%.
For Cc1nonc1CC(=O)NC1CC(c2cc(=O)[nH]c(C3CC3)n2)C1 (stereo not given) the results were KDM5B inh -26%.
For Cc1ccc(NCC(=O)N2CCN(S(C)(=O)=O)CC2)cc1F the results were KDM5B inh 10%.
COc1ccc(C(=O)N2C[C@@H](Oc3ccccc3)C[C@H]2C(=O)N2CCOCC2)cc1F was read as KDM5B inh -3%.
CCc1ccc(C(=O)N2CCC(Cc3nc(-c4ccc(OC)cc4)no3)CC2)cc1 was read as KDM5B inh -18%.
COc1ccc(C(=O)N2CCCN(S(=O)(=O)c3ccccc3)CCC(=O)NCC2)cc1F was read as KDM5B inh 1%.
CC1CCCN1c1ncnc2c1CN(c1cccnc1)C(=O)CN2C (stereo not given) was read as KDM5B inh -24%[86.2 µM].
O=C(NCCc1ccccc1)c1ccc(CS(=O)(=O)c2ccc(Br)cc2)o1 was read as KDM5B inh -5%.
CCC(C)NC(=O)C1COC2(CCN(C(=O)C3CCC3)CC2)N1C(=O)c1ccc(OC)cc1 (stereo not given) was read as KDM5B inh 2%.
`CC(Sc1nnc(-c2cccs2)n1C1CC1)C(=O)N(C)Cc1ccccc1` (stereo not given) gave KDM5B inh 8%.
`S=C(NCc1ccccc1)NC1CC1` gave KDM5B inh 5%.
COc1cc(OC)cc(C(=O)N2CCC(n3cc(-c4nc(C)no4)nn3)CC2)c1 was read as KDM5B inh 5%.
Cc1cccc(C)c1CN1CCCC12Cc1ccccc1CNC2=O (stereo not given) was read as KDM5B inh -4%[149 µM].
For COc1ccc(C(=O)N2CCCC(CO)CCNC(=O)CC2)c(OC)c1 (stereo not given) the results were KDM5B inh -25%.
COCCOc1ccc2c(n1)CCN(C(=O)CC1CCCCC1)C2 was read as KDM5B inh -3%.
`COC(=O)Cn1c(=O)c2c(nc3n2CCCN3CCc2ccccc2)n(C)c1=O` gave KDM5B inh 29%.
Screening O=C(Cc1ccc(-c2ccccc2)cc1)NCCS(=O)(=O)N1CCN(c2ccc(F)cc2)CC1 returned KDM5B inh -15%.
COC(=O)c1c(C)[nH]c(C(=O)CSc2nnc(C)s2)c1C was read as KDM5B inh 19%.

Gathered by group: those above with two or more sulfur atoms.
Screening CCC(=O)Nc1nnc(S(=O)(=O)N2c3ccccc3CC2C)s1 (stereo not given) returned KDM5B inh 4%.
For Cc1cccc(NC(=S)NCC2(C)CC(NC(=S)Nc3cccc(C)c3)CC(C)(C)C2)c1 (stereo not given) the results were KDM5B inh 13%.
`CC(Sc1nnc(-c2cccs2)n1C1CC1)C(=O)N(C)Cc1ccccc1` (stereo not given) gave KDM5B inh 8%.
COC(=O)c1c(C)[nH]c(C(=O)CSc2nnc(C)s2)c1C was read as KDM5B inh 19%.

Next part.
For CCN(CC)c1ccc(C(=O)NCc2ccc3c(c2)CCN3C(=O)c2ccc(F)cc2)cc1 the results were KDM5B inh -23%.
Screening COc1ccc(OC)c2[nH]c(C(=O)N3CCC(c4nnc5ccccn45)CC3)cc12 returned KDM5B inh -8%.
Screening C=CCn1c(SCC(=O)OCc2ccccc2)nc2c1c(=O)n(C)c(=O)n2C returned KDM5B inh 3%.
Screening CCN1CCCC1CNC(=O)CCC1CCN(Cc2ccc(Cl)o2)CC1 (stereo not given) returned KDM5B inh -14%.
Screening CN(C)C(CNC(=O)C1CC=CCC1)c1ccsc1 (stereo not given) returned KDM5B inh 1%.
Screening O=c1[nH]c2ccc(NCc3ccc(-c4ccc(F)cc4)o3)cc2[nH]1 returned KDM5B inh inconclusive.

These rows are one share of the data, so the mix of outcomes need not match the whole.
